Screening data from PubChem BioAssay.
Rad51 HR inh – human RAD51 strand exchange inhibitors, primary screen, biochemical, fluorescence; DNA repair protein RAD51 homolog 1 (Homo sapiens), Q06609; hRad51 DNA strand exchange, fluorescence dequenching; inhibition, % at 10 µM; 0.085% of 200,000 active;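 active = inhibition above 40% at the single screening dose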;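 note: 0% = DMSO control wells and 100% = blanks with heterologous ssDNA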
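Material: hRad51 filaments on single-stranded DNA; Reagent: Donor/quencher-labelled 47-bp dsDNA substrate; Compound: 10 µM final, single point; Schedule: 37 °C 15-min filament assembly, 30-min compound preincubation, 15-min exchange; Technique: FRET fluorescence, excitation 485 nm, emission 520 nm; Benchmarks: control wells and blank wells on each plate.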
14-3-3 Bad inh – inhibitors of 14-3-3 zeta/Bad binding, primary screen, biochemical, TR-FRET, bovine 14-3-3 zeta; 0.71% of 220,000 active; inhibition, % at 21.7 µM; AID 781, 2007; TR-FRET 14-3-3zeta/Dy647-pBad peptide displacement, 1 h; 14-3-3 protein zeta/delta (Bos taurus), P63103;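 active = inhibition above about 70%, limit read from the data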;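 note: 0% = full 14-3-3 plus peptide FRET controls and 100% = background without 14-3-3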
EP2 modulator – EP2 receptor modulators, cAMP readout, primary screen, cell-based, HTRF cAMP, PGE2 stimulation; Prostaglandin E2 receptor EP2 subtype (Homo sapiens), P43116; EP2-expressing cells, cAMP HTRF FRET, PGE2 co-stimulation; induction, % at 25 µM; 0.83% of 260,000 active; AID 940, 2007;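 active = compounds whose cAMP rise, as percent of the full-agonist control response, exceeds 60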;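 note: rat C6 glioma line stably carrying human EP2 under a CMV promoter; the protocol text gives 20 µM as final concentration; 100% = response of wells given 1 µM PGE2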
zVAD death inh – inhibitors of zVAD-triggered necroptosis, primary screen, L929 cells; 0.38% of 220,000 active; AID 1377, 2008; L929 zVAD necroptosis rescue, ATP luminescence, 24 h; with zVAD 60 µM; viability rescue, % at 10 µM;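 active = activation, scaled between plate controls, above about 75%, limit read from the data; inactive = activation under that limit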;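 note: 0% = zVAD with DMSO and 100% = DMSO alone without zVAD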
Calpain2 inh – inhibitors of pig calpain II, primary screen, biochemical, fluorogenic peptide substrate, 1536-well; purified calpain II, 30 min; inhibition, % at 16 µM; 0.37% of 220,000 active;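 active = inhibition above about 50%, limit read from the data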
Tb hexokinase – Trypanosoma brucei hexokinase 1 inhibitors, primary screen, biochemical, G6PDH-coupled NADH absorbance, MLSCN library; 0.11% of 220,000 active; hexokinase 1 [Trypanosoma brucei]; recombinant TbHK1, G6PDH-coupled NADH A340; inhibition, % at 10 µM;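 active = inhibition of 50% or more in the single-dose primary screen; inactive = inhibition below 50%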
eIF4E-4G inh – eIF4E–eIF4G protein interaction inhibitors, primary screen, biochemical, uHTS, TR-FRET, eIF4GI fragment. TR-FRET eIF4E-eIF4GI(517-606) binding, 2 h. inhibition, % at 21.7 µM. 0.37% of 220,000 active. AID 782, 2007. Eukaryotic translation initiation factor 4E (Mus musculus) + Eukaryotic translation …;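 active = inhibition above about 30%, limit read from the data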;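 note: 0% = full FRET control wells and 100% = background wells lacking eIF4GI fragment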
EP2 antag – human EP2 receptor antagonists, primary screen, TR-FRET cAMP, C6 glioma cells; Prostaglandin E2 receptor EP2 subtype (Homo sapiens), P43116; C6 glioma cells expressing human EP2; cells stimulated with saturating PGE2; inhibition, % at 25 µM; 0.52% of 260,000 active;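 active = percent inhibition above 40 after rounding to a whole number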;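 note: rat C6 glioma host cells with rolipram phosphodiesterase inhibitor present; the protocol text gives 20 µM as final concentration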
Hck-Nef inh – inhibitors of Nef-activated human Hck kinase, primary screen, biochemical, Z-Lyte FRET, 384-well, Hck-YEEI; Recombinant Hck-YEEI plus Nef, Z-Lyte FRET kinase assay; 0.68% of 220,000 active; inhibition, % at 20 µM;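 active = Hck-Nef kinase inhibition above about 50%, limit read from the data; inactive = inhibition below that limit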;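 note: 0% = DMSO with Hck plus Nef and 100% = Hck alone without Nef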
* marks the source's active call; other numbers are inactive results; / = not tested or not shown; [ ] = another dose, or the depositor's remark.

SMILES | Rad51 HR inh | 14-3-3 Bad inh | EP2 modulator | zVAD death inh | Calpain2 inh | Tb hexokinase | eIF4E-4G inh | EP2 antag | Hck-Nef inh
Cc1cccc(OCc2nnc(NC(=O)c3cccs3)s2)c1 | -1 | 3[fluorescence artefact?] | -8 | 0.0 | 12 | -10 | -1[fluorescence artefact?] | 9 | -2
Cc1cc(NC(=O)c2nn3cccnc3c2Cl)no1 | 5 | 2 | 14 | 0.8 | -43 | -10 | -5 | 5 | 1
C=C(C)CC1N(c2cccc(OC)c2)C(=O)[C@@H]2C(C(=O)O)[C@H]3C=C[C@@]12O3 (stereo partly drawn) | 5 | 5 | 13 | 0.1 | 11 | 6 | -4 | 9 | 0
COc1ccc(NC(=S)N(CCCN2CCCC2)Cc2cccn2Cc2ccc(Cl)cc2)cc1Cl | / | 0 | -35 | 0.6 | -2 | 11 | 9 | 6 | 7
COc1ccc(NC(=O)COC(=O)C2CCC(C(C)(C)C)CC2)c([N+](=O)[O-])c1 (stereo not drawn) | 1 | 0 | 22 | 0.9 | 18 | 1 | -2 | 1 | -1
Cc1nc2ccccc2c2oc(C(=O)NCc3ccccn3)cc12 | 6 | / | / | -0.1 | / | 2 | / | 5 | -7
N#CCCN(Cc1cccs1)C(=O)Nc1ccc(F)cc1 | -10 | 1 | -7 | -0.7 | -14 | 0 | -3 | 9 | 23
O=C(/C=C/c1ccc2c(c1)OCO2)NCc1cn2cc(Cl)ccc2n1 | 0 | -5 | -42 | 3.9 | -82 | -21 | -1 | 15 | 4
COC(=O)N1CCN(c2ccc(Cl)c(Cl)c2)CC1 | 4 | -15 | -31 | 0.3 | 17 | -1 | 10 | 4 | 2
CCOc1ccc(Cl)cc1/C=N/NC(N)=O | 38 | -16 | 33 | 1.2 | 4 | -10 | 2 | 5 | 10
CC(C)N1CCC(NC(=O)Nc2ccc3c(c2)OCO3)CC1 | -1 | -7 | -10 | 3.3 | -32 | 3 | -5 | 8 | 23
CC(=O)c1cccc(NC(=O)c2ccc3c(=O)n4c(nc3c2)CCCCC4)c1 | 3 | -1 | -42 | 0.4 | 39 | 4 | 1 | 7 | 22
COCCNC(=O)c1onc(CSc2cccc(Cl)c2)c1C(=O)O | 2 | 55[fluorescence artefact?] | 12 | 0.2 | -13 | 0 | 2 | 5 | 1
CCOC(=O)c1ccc(NC(=O)Nc2cccc(C)n2)cc1 | -16 | 18 | -9 | 68 | 36 | 2 | 0 | 1 | 16
Cc1c(Cc2ccccc2)c(=O)oc2cc(OCc3nn[nH]n3)ccc12 | 16 | 34 | 25 | 0.2 | -490 | -17 | 6 | 20 | 2
Cc1cc(NC(=O)CSc2nc(-c3ccco3)cc(C(F)(F)F)n2)no1 | -8 | 3[fluorescence artefact?] | -23 | -0.2 | -2 | 4 | 0[fluorescence artefact?] | 16 | -1
COC(=O)c1[nH]c2cc(C)ccc2c1NC(=O)CN1CCN(C(=O)c2ccco2)CC1 | -3 | 1 | -10 | 0.5 | -28 | -7 | 10 | 7 | 1
Oc1ccc(Br)cc1-c1ccn[nH]1 | / | -9 | -69 | 1.0 | 18 | -3 | -10 | 13 | 7
COC(=O)CC/C(=N/Nc1ccc(Cl)c(Cl)c1)C(=O)OC | 8 | -4 | 12 | -0.3 | -28 | -5 | -1 | 8 | 0
CCOC(=O)C(=O)C1=C(N2CCOCC2)/C(=C\c2ccc(F)cc2)CC1 | -2 | 15[fluorescence artefact?] | 28 | -0.7 | 25 | 37 | -5 | 3 | 1
COC(=O)c1cc(C#N)c(=O)[nH]c1C | 3 | 0 | 2 | 2.8 | 13 | -4 | 2 | 6 | 2
Cc1c(-c2cccc(Cl)c2)nc2ccccc2c1C(=O)OCC(=O)N(C)C1CCS(=O)(=O)C1 (stereo not drawn) | 33 | -20 | -5 | 8.1 | -36 | -10 | 3 | 9 | -3
CCOC(=O)c1nc(NNC(C)=O)sc1C | -21 | 0 | 5 | 2.0 | 13 | 4 | -2 | 3 | -9
Cc1nc(-c2c(C(F)(F)F)noc2-c2ccc(O)cc2O)cs1 | -1 | 6 | 20 | -0.1 | -15 | -12 | -3 | 9 | 1
CCOC(=O)c1c(C=O)c(C)n(Cc2ccc(Cl)cc2)c1C | 3 | 1 | 54 | 1.8 | 7 | -5 | 2 | 5 | -1
Cc1ccc(OCCN2CCCCCC2)c(C)c1 | 34 | 6 | 5 | 0.1 | 8 | -4 | 0[fluorescence artefact?] | 13 | 2
NC(=O)C1CCN(CC(=O)N2c3ccccc3CCc3ccccc32)CC1 | -1 | -14 | 21 | 0.3 | -49 | 3 | 14[fluorescence artefact?] | 16 | 0
Cc1ccc(S(=O)(=O)NCC23C=CC(O2)C2C(=O)N(c4ccccc4)C(=O)C23)cc1 (stereo not drawn) | 6 | 15 | -2 | 1.1 | 20 | -1 | 2 | 4 | 1
CCC(=O)Nc1ccc(N2CCCCC2)cc1 | 2 | -5[fluorescence artefact?] | 15 | 0.6 | -38 | -10 | 5[fluorescence artefact?] | 14 | 2
Cc1ccc(CNC(=O)Cc2csc(Nc3nc(=S)[nH]c4ccccc34)n2)cc1 | / | -6 | 30 | 2.9 | -64 | -9 | 8 | / | 1
CNC(=O)CN1C(=O)CSc2ncccc21 | 11 | 0[fluorescence artefact?] | 13 | 0.8 | -9 | 0 | 2[fluorescence artefact?] | 14 | 3
COc1cccc2c(SCC(=O)N/N=C/c3ccccc3)cc(C)nc12 | -4 | 1 | -6 | 2.3 | -51 | -3 | -5 | 8 | 0
CCc1c(C)nc(Nc2nc(C)c3cc(OC)ccc3n2)[nH]c1=O | 11 | -9 | -23 | 1.8 | -119 | -7 | 3 | 22 | -1
Cc1cc(C)cc(NS(=O)(=O)c2ccc3c(c2)c(=O)n(C)c(=O)n3C)c1 | 2 | 7 | 23 | 8.6 | -24 | -11 | 1 | 23 | 3
O=C(Nc1nc(-c2ccccn2)cs1)c1ccc2c(c1)OCCO2 | / | -20 | -38 | 0.1 | -12 | -6 | 1 | 8 | 7
CCCCCCOc1ccc(C(=O)n2cnc(N)n2)cc1 | 1 | 10[fluorescence artefact?] | 25 | 1.2 | 24 | -2 | -3[fluorescence artefact?] | 10 | 1
Cc1ccccc1N/C(=C(/C(Cl)=C(Cl)Cl)[N+](=O)[O-])n1nnc2ccccc21 | -5 | 54 | 48 | 0.7 | 1 | -7 | -7[fluorescence artefact?] | 5 | 1
O=C(CCNC(=O)Cn1cnc2ccccc2c1=O)NCC1CCCO1 (stereo not drawn) | 5 | 5 | 2 | 5.9 | -17 | -1 | -5 | 11 | 18
O=C(COc1ccccc1)NC(=S)N1CCc2ccccc21 | -2 | -9[fluorescence artefact?] | 8 | 0.0 | 28 | -6 | -3[fluorescence artefact?] | 11 | 0
CCOc1ccccc1OCC(=O)N/N=C(\C)Cc1ccc(OC)cc1 | -6 | 12 | 32 | 0.3 | 9 | 2 | -7[fluorescence artefact?] | 14 | 1
CCc1nccn1-c1cc(C(C)(C)C)nc2c(-c3ccc(Cl)cc3)cnn12 | 1 | 9 | 15 | 0.6 | -5 | -5 | -2 | 9 | 4
COc1ccc(Nc2nnc(C)c(=O)[nH]2)cc1 | -2 | 15 | 27 | 0.8 | -16 | -8 | -11[fluorescence artefact?] | 3 | 2
CC(C)CCNC(=O)CN(CC1CCCO1)C(=O)CCC(=O)Nc1ccccn1 (stereo not drawn) | -3 | -8 | 16 | -0.1 | -24 | 3 | 8 | 7 | 1
CC(=O)c1c(C)n(-c2ccc(N(C)C)cc2)c2ccc(OCC(N)=O)cc12 | -8 | -4 | -25 | 0.8 | 33 | -7 | -3 | 18 | 1
COc1ccc(OCC(=O)N2CC3(C)CC2CC(C)(C)C3)cc1 (stereo not drawn) | -8 | -2 | -17 | -0.2 | 0 | 3 | 36* | 12 | 0
c1ccc2c(c1)nc1n2CN(Cc2ccc3c(c2)OCO3)CN1 | -28 | 1 | 6 | 0.8 | 16 | -6 | -8 | 6 | -3
Cc1nc2c(C(=O)NCc3cccs3)cnn2c(C)c1Cc1ccc(F)cc1 | -7 | 37 | 1 | 1.5 | -22 | 1 | -3 | 6 | 0
CC1CCN(C(=O)C2CCN(S(=O)(=O)c3cccc4nsnc34)CC2)CC1 | 8 | -4 | -26 | -0.6 | 12 | 5 | 0 | 3 | -18
CN(C)C(=O)N1CCCC(C(=O)NCc2ccccc2Cl)C1 (stereo not drawn) | -1 | / | / | 0.7 | / | 3 | / | 5 | -9
CC(=O)NCCc1nc2ccccc2n1Cc1ccccc1 | -6 | 1 | -6 | 0.2 | -1 | 2 | -5 | 11 | 4

A portion of the library (hit frequency here may not be typical).
